Screening results (PubChem BioAssay)
mcGAS RapidFire = inhibitors of Mus musculus cyclic GMP-AMP synthase, initial high-throughput assay, cell-free, RapidFire MS | recombinant mouse cGAS, cGAMP by RapidFire MS | inhibition, % at 12.5 µM | 130,000 tested, 0.18% active | Q8C6L5;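 active = inhibition of cGAS enzyme activity at or above 60%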;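 also: enzyme stimulated by 45 bp dsDNA with ATP and GTP substrates; cGAMP share of summed cGAMP plus half ATP and half GTP signals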
Target sequence (Q8C6L5 whole entry, looked up): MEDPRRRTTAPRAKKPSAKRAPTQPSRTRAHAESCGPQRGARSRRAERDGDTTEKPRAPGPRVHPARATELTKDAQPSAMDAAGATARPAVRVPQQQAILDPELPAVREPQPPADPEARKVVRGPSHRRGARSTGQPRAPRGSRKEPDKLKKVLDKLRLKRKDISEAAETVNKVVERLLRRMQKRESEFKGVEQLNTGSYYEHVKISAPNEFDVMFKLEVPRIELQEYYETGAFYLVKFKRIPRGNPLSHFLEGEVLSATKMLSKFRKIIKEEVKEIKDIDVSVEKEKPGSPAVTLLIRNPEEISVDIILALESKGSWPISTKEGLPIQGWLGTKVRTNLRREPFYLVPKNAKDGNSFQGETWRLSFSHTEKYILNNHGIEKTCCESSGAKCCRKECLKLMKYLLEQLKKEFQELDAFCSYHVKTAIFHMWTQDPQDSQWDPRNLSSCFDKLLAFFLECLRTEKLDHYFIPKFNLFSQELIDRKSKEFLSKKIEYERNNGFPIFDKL
An asterisk follows results filed as active.

mcGAS RapidFire	molecule
3	O=C(c1ccc2c(c1)OCO2)C1CCCN(S(=O)(=O)c2cccc3nsnc23)C1 (stereo unspecified)
-22	CC(CNC(=S)NC(=O)C1CCCC1)NC(=S)NC(=O)C1CCCC1 (stereo unspecified)
0	OCc1cc(Br)cc(Br)c1OCc1ccccc1F
-9	O=C(NCCC1=CCCCC1)C1CC(=O)N(C2CCCCCC2)C1 (stereo unspecified)
-13	Cc1nnc([S+]2CCCC2)s1
-6	CC1=C(C(=O)OC(C)(C)C)C(c2ccc(C(C)(C)C)cc2)NC(=S)N1 (stereo unspecified)
-8	O=C(Nc1ccc(N2CCOCC2)cc1)c1ccc2c(c1)OCO2
-9	Cc1cc(S(=O)(=O)N(C)C)cc(NC(=O)C(C)(C)C#N)c1C
-7	CC(C)(C)C(NC(=O)N1CCSCC1)c1ccccc1 (stereo unspecified)
10	CC(C)Cc1ccc(C(C)NC(=O)c2ccc(S(C)(=O)=O)cc2)cc1 (stereo unspecified)
-9	COc1ccccc1C(=O)Oc1ccc(I)cc1
-3	CC1(C)CC(NS(=O)(=O)c2ccc(Cl)cc2)CC(C)(C)N1
-1	CC(=C1C2C=CC1C1C(=O)NC(=O)C21)c1ccccc1 (stereo unspecified)
-8	O=S(=O)(Nc1ccc(Oc2ccccc2)cc1)c1ccc(Cl)s1
-3	CC1(C)CC(C)(c2ccc(O)cc2)c2ccccc2O1 (stereo unspecified)
7	O=C(CCCc1cn(S(=O)(=O)c2cccs2)c2ccccc12)NCCCn1cccn1
-9	O=C(CCC1CCN(Cc2ccc3c(c2)Cc2ccccc2-3)CC1)NCC1CCCO1 (stereo unspecified)
7	Cc1ccc(C)c(C(=O)N2CCCC(CCC(=O)NC3CC3)C2)c1 (stereo unspecified)
-15	COC(=O)[C@@H]1C[C@@H](NC(=O)[C@@H]2CCCO2)CN1C
-17	Cc1nc2c(c(=O)n1C)CCN(Cc1cn[nH]c1-c1ccccc1)CC2
0	CC1CCCN(c2nc3c(c(=O)[nH]c(=O)n3C)n2CCSc2nc3ccccc3o2)C1 (stereo unspecified)
-1	Cn1cnnc1Sc1ccc(CN(Cc2cccnc2)C2CCCCCC2)o1
-10	CN1CCN(C(CNC(=O)c2ccccc2)c2ccc3c(c2)CCN3C)CC1 (stereo unspecified)
-5	COc1ccccc1CCNC(=O)COc1ccc(C)nc1[N+](=O)[O-]
14	Cc1ccnc(N2CCN(C(=O)c3ccccc3C3CCNC3)CC2)c1 (stereo unspecified)
-11	O=C(CNc1ccc(F)c(Cl)c1)Nc1cccc(Cl)c1
-2	COc1cccc(C2Nc3ccccc3C(=O)N2Cc2ccco2)c1OC (stereo unspecified)
-1	Cc1ccc(N2N3C(=O)OC4(C)CCC(C2(C)C)C34C)cc1 (stereo unspecified)
-4	CC(=O)N(c1ccc(C)c(C)c1)c1nc(CSc2nncn2C)cs1
-1	Cc1ccc(S(=O)(=O)N2CCN(c3ccc(-c4cccnc4)nn3)CC2)s1
-9	O=C(O)c1ccc(C2CCN(C(=O)Cc3cccnc3)C2)cc1 (stereo unspecified)
-4	Cc1cc(C)c(C)c(S(=O)(=O)N2CC3(C)CC2CC(C)(C)C3)c1C (stereo unspecified)
7	N#Cc1ccc(OCc2nc(-c3ccc(Br)o3)no2)cc1
-7	O=c1nc2n(c3ccccc13)CCC2=CO
-9	Nc1nc(CSc2nnc(NC3CC3)s2)nc(Nc2ccccc2)n1
-15	Cc1nn(C)c(C)c1C(C)NC(=O)c1cccc(Cn2cccn2)c1 (stereo unspecified)
-9	CC(C)Cn1nccc1NC(=O)c1ccc(F)cc1Cl
-13	CCC(=O)C1=C(c2ccc(Cl)cc2)N(C(=O)CC)n2c(C)nnc2S1
-5	Cc1cc(C)nc(N=C(N)Nc2cc(Cl)ccc2Cl)n1
9	Cc1cccc(N2CCN(CC(=O)NCC(F)(F)F)CC2C)c1 (stereo unspecified)
-16	Nc1cccc(OCc2cccnc2)c1
5	CN=C1S/C(=C\c2cn(CC(=O)O)c3ccccc23)C(=O)N1C
-4	Cc1c(-c2ccccc2F)[nH]c2ccc(CNC3CCOCC3)cc12
5	Nc1nn(C(=O)Cn2cccc(C(F)(F)F)c2=O)c2ccccc12
-37	COCC1(C(=O)N2CCC(O)(c3ccc(F)cc3)CC2)CCC1
1	Cc1noc(C)c1COC(=O)C(O)c1ccc(Br)cc1 (stereo unspecified)
-8	CN(C)C(=O)c1c(NC(=O)c2ccco2)sc2c1CCCCC2
6	O=C(c1cn[nH]n1)N1CC(Oc2cccc(F)c2)C1
6	Cc1ccc(Cl)cc1Nc1nc(C(=O)N(CCC(=O)O)Cc2ccco2)cs1
-9	O=C(O)CC1C(=O)NCCN1CCCc1ccccc1 (stereo unspecified)

The list goes on:
mcGAS RapidFire	molecule
-1	CSCCC(=O)N1CCCC(C(=O)Nc2ccc(-c3cccc(F)c3)cc2)C1 (stereo unspecified)
-7	Cc1cc(C)c(S(=O)(=O)NNc2c(F)c(F)c(F)c(F)c2F)c(C)c1
-9	N#CCc1c(C#N)c(N)nc(N2CCN(CCO)CC2)c1C#N
17	Cc1nc2nc[nH]c2cc1Br
-8	C=CCN(Cc1ccccc1C)C(=O)C(C)Cn1nc(C)nc1C (stereo unspecified)
-6	COc1ccc(Nc2nc(N3CCCCC3)nc3[nH]ncc23)cc1
-1	CCCC1C(=O)CC(C(C)C)C(C#N)(C#N)C1(C#N)C#N (stereo unspecified)
1	CCOC(=O)c1c(NC(=O)c2ccccc2F)sc(C(=O)Nc2ccccc2F)c1C
-3	Cc1nc(C(NC(=O)Nc2ncc(C)s2)c2ccccc2F)no1 (stereo unspecified)
-3	O=C(COc1ccccc1)Nc1ncc(N=Nc2cccc(C(F)(F)F)c2)s1
-12	Cc1oc2c(F)c(F)c(F)c(F)c2c1C(=O)NC1CCCCCC1
0	N#CCCN(CC1CC1)S(=O)(=O)Cc1cc(Cl)ccc1F
-9	O=[N+]([O-])c1cccc(S(=O)(=O)N(OS(=O)(=O)c2ccc(Cl)cc2)c2ccccc2)c1
0	CCNc1nc(C)c(C(=O)N(C)Cc2cnc(CC)s2)s1
-7	O=C(Cn1cccnc1=O)Nc1ccc(N2CCCC2)cc1
-13	CCOC(=O)c1cnc2c(OC)ccc(OC)c2c1N1CCSCC1
-6	O=C(CCC1CCN(C(=O)c2cn[nH]c2C2CCCCC2)CC1)NC1CC1
-15	CCCc1cc(=O)[nH]c(SCC(=O)CSc2nc(CCC)cc(=O)[nH]2)n1
-12	CC(C)Cc1cc(C(=O)NC2CC(=O)N(C3CCCCCC3)C2)nc(=O)[nH]1 (stereo unspecified)
-6	CCS(=O)(=O)NCC1CN(c2ccc3c(c2)OCO3)C(=O)O1 (stereo unspecified)
-6	CCCCN(CC)C(=O)c1c(C(F)(F)F)nn(C2CCCN(C)C2)c1C (stereo unspecified)
-28	O=S(=O)(NCc1ccccc1)NC1CCCN(c2ncccn2)C1 (stereo unspecified)
-4	CN(C)c1cccc(-c2cc(Nc3ccc(C(C)(C)C)cc3)ncn2)c1
-2	COc1ccc2c(c1)C1(C)CCCc3c(O)c(-c4ccccc4)c(=O)n-2c31 (stereo unspecified)
-5	COC(=O)C(C(=O)OC)=C(/C=C/C=C/N(C)C)N(C)C
-6	CN(CC1CC1)CC1CCN(C(=O)CCC2CCCCO2)C1 (stereo unspecified)
-10	CCc1ccc(CN(Cc2ccncc2)Cc2ccc(F)cc2)nc1
-1	Cc1cccn2c(=O)nc(SCC(=O)N3CCc4ccccc43)nc12
-1	Cc1ncc(CO)c(CN(Cc2cnn(C)c2)C2CC2)c1O
-33	COc1ccc(CN(C)C(=O)CC2NC(=O)c3ccccc32)c2cccnc12 (stereo unspecified)

Molecules shown so far that have a furan ring, fused or not, in the order listed:
mcGAS RapidFire	molecule
-1	Cn1cnnc1Sc1ccc(CN(Cc2cccnc2)C2CCCCCC2)o1
-2	COc1cccc(C2Nc3ccccc3C(=O)N2Cc2ccco2)c1OC (stereo unspecified)
7	N#Cc1ccc(OCc2nc(-c3ccc(Br)o3)no2)cc1
-8	CN(C)C(=O)c1c(NC(=O)c2ccco2)sc2c1CCCCC2
6	Cc1ccc(Cl)cc1Nc1nc(C(=O)N(CCC(=O)O)Cc2ccco2)cs1
-12	Cc1oc2c(F)c(F)c(F)c(F)c2c1C(=O)NC1CCCCCC1

Back to the main list, repeating the three entries before the break.
mcGAS RapidFire	molecule
-1	Cc1cccn2c(=O)nc(SCC(=O)N3CCc4ccccc43)nc12
-1	Cc1ncc(CO)c(CN(Cc2cnn(C)c2)C2CC2)c1O
-33	COc1ccc(CN(C)C(=O)CC2NC(=O)c3ccccc32)c2cccnc12 (stereo unspecified)
-4	CCn1c(SCCC(N)=O)nnc1-c1cccs1
1	O=c1c([N+](=O)[O-])c(O)n(-c2ccccc2)c(=O)n1-c1ccccc1
-1	CC(=O)Cn1cnc2sc3c(c2c1=O)CCC(C)C3 (stereo unspecified)
-2	Cc1ccccc1C1(O)CCN(Cc2cnc(N3CCCC3)nc2)C1 (stereo unspecified)
-13	Cc1ccc(CN(C)C(=O)Cc2c(C)nc3[nH]n(C)c(=O)c3c2C)o1
-8	CS(=O)c1cccc(NC(=O)NCC2(C)CCCS2)c1 (stereo unspecified)
-5	COc1ccc(Cl)cc1C(=O)Nc1nnc(SCC(=O)Nc2ccc(Br)cc2)s1
0	Cc1nc(CNC(=O)c2cn(-c3ccccc3)nc2C(C)(C)C)no1
-9	Cc1ccccc1S(=O)(=O)NCC1CCN(Cc2cnn(C)c2)C1 (stereo unspecified)
1	Cc1cc(CN2CCC(N(C)CC(=O)NC(C)C3CC4CCC3C4)CC2)on1 (stereo unspecified)
-3	Cc1cc(C)n(C(C)CC(=O)N2CCN(CCOC(C)C)CC2)n1 (stereo unspecified)
-12	CCOC(=O)CCNC(=O)N1CC[C@@H]2CC[C@H](C1)N2C
-10	O=C(NCCCn1nc(-c2cccnc2)ccc1=O)c1ccc(Cl)cc1
9	O=C(C=Cc1ccsc1)N1CCN(S(=O)(=O)c2cc(Cl)ccc2Cl)CC1
-7	O=C(c1csc(=Nc2ccccn2)n1Cc1cccs1)N1CCC2(CCOC2=O)C1 (stereo unspecified)
-19	CC(C)N=c1ccccn1C(=O)c1cc(=O)[nH]c2ccccc12
-11	COc1cc(C(=O)Nc2nnc(C(C)C)s2)cc(OC)c1OC
-6	Cc1ccc(OCc2cc(C(=O)N3CCCCC3c3nccs3)no2)cn1 (stereo unspecified)
-10	CC(=O)N1CCC(NC(=O)C2CC3CCC2C3)C1 (stereo unspecified)
-8	O=C(Nc1cnn(CC(F)F)c1)N1CCCCCC1c1ccco1 (stereo unspecified)
0	OC1(Cc2cc(-c3ccccc3)no2)CCN(Cc2ccc3c(c2)OCCO3)CC1
2	CC(C#N)OC(=O)c1cc2ccccc2s1 (stereo unspecified)
-15	CCCn1nc(C(=O)Nc2cccc(S(=O)(=O)N3CCCCCC3)c2)ccc1=O
-18	CC(=O)Nc1nc(C(=O)OC(C)C(=O)NC(C)(C#N)C(C)C)cs1 (stereo unspecified)
-3	Cc1ccc2[nH]nc(C(=O)N3CCC(c4cc(C(C)C)n[nH]4)CC3)c2c1
-19	CC(=O)Nc1cc(C(C)(C)C)ccc1C(C)(C)C
2	CCOC(=O)c1c(-c2cccs2)csc1NC(=O)CCCl
-22	CC(C)(C)OC(=O)N1CCN(C(=O)/C=C/c2ccc(Cl)cc2)CC1
-53	c1cc(-c2nc(CN3CCSC4COCCC43)no2)cs1 (stereo unspecified)
4	Cc1nn(-c2ccc(N3CCCC3)nn2)c2c1C(c1ccc(O)c(O)c1)CC(=O)N2 (stereo unspecified)
3	FC(F)(F)Cn1c(-c2ccccc2)cn(CN2CCOCC2)c1=S
3	OC(COc1cc(Cl)c(Cl)cc1Cl)CN1CCN(c2ncccn2)CC1 (stereo unspecified)
-10	COc1cccc2c(C)c(C(=O)NC3CCC4(CC3)OCCO4)oc12
6	Cc1cc(CNC(=O)NC2CCCC2)cc(C)c1O
1	CCOc1cc(/C=N\n2cnnc2)ccc1OCc1ccccc1C#N
-1	CC(c1cc(Cl)ccc1Cl)n1nccc1N (stereo unspecified)
-3	CCOCCCN1C(=O)C(=Cc2ccccc2O)NC1=S
-7	Cc1ccc(OCC2CN(C(=O)Cc3ccccc3C)CCO2)cc1 (stereo unspecified)
0	CN(c1nc(N)c([N+](=O)[O-])c(N(C)C2CCCCC2)n1)C1CCCCC1
4	Cn1cnnc1SCCNC(=O)c1csc(-c2cc3ccccc3n2C)n1
-12	Cc1ccc(OC(C)C(=O)N(C)c2ccccc2S(C)(=O)=O)cc1 (stereo unspecified)
-4	CC(=O)CCc1ccc(OCCCOc2ccc(Cl)c3cccnc23)cc1
9	O=C(O)c1c(Sc2ccccc2)c2cc(Cl)ccc2n1Cc1ccc(Cl)cc1
0	O=C(O)C1(Cc2cccc(Cl)c2)CCCN(c2ncccc2F)C1 (stereo unspecified)
-18	O=S(=O)(NCc1ccccc1)Nc1ccc(Nc2ccccc2)nc1
-8	CCN(CC)C(=O)Cn1nc(C)c(S(=O)(=O)N(C)C)c1C
-4	O=C1C2CC=C(Cl)CC2C(=O)N1c1ncn[nH]1 (stereo unspecified)
6	CCC(C(=O)OC)n1cnc2c(nnn2-c2ccc(C)cc2)c1=O (stereo unspecified)
-7	Cc1nc(C)c(CN(C)C(C)c2ccc(Cl)cc2)s1 (stereo unspecified)
3	COC(=O)c1ccc2c(c1)nc(N1CCC(O)(c3ccc(C)cn3)CC1)n2C

Shown with bars between the fields: entries from further up
mol | mcGAS RapidFire
Cc1nc(C)c(CN(C)C(C)c2ccc(Cl)cc2)s1 (stereo unspecified) | -7
COC(=O)c1ccc2c(c1)nc(N1CCC(O)(c3ccc(C)cn3)CC1)n2C | 3

Sorted by number of heavy atoms (highest first): some entries from above
mcGAS RapidFire	molecule
-18	O=S(=O)(NCc1ccccc1)Nc1ccc(Nc2ccccc2)nc1
0	O=C(O)C1(Cc2cccc(Cl)c2)CCCN(c2ncccc2F)C1 (stereo unspecified)
-8	CCN(CC)C(=O)Cn1nc(C)c(S(=O)(=O)N(C)C)c1C

An excerpt; rates above refer to the full screens.
